Menin MLL FP TR – qHTS Assay for Inhibitors Targeting the Menin-MLL Interaction in MLL Related Leukemias: Competition With Texas Red Labeled MLL-derived Mutant Peptide; O00255; Menin + Texas Red MLL mutant peptide, fluorescence polarization; Potency, µM (top dose mostly 61.6 µM), for the others: top-dose FP activity change, negative = inhibition, hits mostly inhibitors; 270,000 tested, 0.23% active; active means well fitted inhibition curve with a large enough effect in the polarisation, with a control signal flat, not every such curve was filed as active; inconclusive means small, poorly fitted or top-dose-only effect, or effect the other way, or a change in a side signal; inactive means no such curve, though single readings can be large or run the other way; the % refers to the polarisation; further: potency means the concentration at half of the fitted maximal effect; % of control where 0% means no effect; many of its hits are not listed in these tables
PKM2 act – qHTS Assay for Activators of Human Muscle isoform 2 Pyruvate Kinase | Pyruvate kinase PKM (Homo sapiens), P14618 | purified PKM2, Kinase-Glo ATP luminescence, activation; response scale: 0% is enzyme alone, no compound | Potency, µM (highest dose often 57.5 µM), for inactives: at the top dose activation, actives largely listed as activators | 260,000 tested, 0.34% active | AID 1631, 2009; further: potency means the concentration at half of the fitted maximal effect; on the % scale 0 is the no-effect control and ±100 the full control effect; nearly all actives have a fitted effect of over 55% in size
Target sequence (P14618 whole entry, looked up, canonical isoform): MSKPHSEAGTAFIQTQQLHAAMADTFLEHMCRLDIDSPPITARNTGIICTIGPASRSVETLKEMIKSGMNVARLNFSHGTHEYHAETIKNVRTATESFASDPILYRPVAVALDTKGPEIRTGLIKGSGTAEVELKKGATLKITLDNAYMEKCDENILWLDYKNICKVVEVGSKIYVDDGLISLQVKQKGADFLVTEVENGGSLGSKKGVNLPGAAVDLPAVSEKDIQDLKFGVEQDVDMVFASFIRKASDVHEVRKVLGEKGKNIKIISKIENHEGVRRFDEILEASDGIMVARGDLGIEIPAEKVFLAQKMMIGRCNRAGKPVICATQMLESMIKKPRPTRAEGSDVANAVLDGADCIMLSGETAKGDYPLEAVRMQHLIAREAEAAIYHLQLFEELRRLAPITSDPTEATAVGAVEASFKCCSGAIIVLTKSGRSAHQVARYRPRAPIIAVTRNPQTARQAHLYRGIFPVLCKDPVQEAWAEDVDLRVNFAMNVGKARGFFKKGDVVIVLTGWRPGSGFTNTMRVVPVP
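hPK-M2, >95% pure; 0.1 mM ADP / 0.5 mM PEP final; imidazole pH7.2 buffer w/ 7 mM MgCl2, 50 mM KCl; 1 h RT; Kinase-Glo lum. Intermediate enzyme activity for dual inhibitor/activator qHTS.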
Mito fusion yeast – qHTS Assay for Small Molecule Inhibitors of Mitochondrial Division or Activators of Mitochondrial Fusion. AID 485298, 2010. S. cerevisiae fusion-defective mutant growth rescue, CellTiterGlo 48 h. Potency, µM (titrated, usually from 46.1 µM), without a hit: at the highest dose growth rescue (activation), most hits filed as activators. 320,000 tested, 0.23% active;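 further: potency means the concentration at half of the fitted maximal effect; % of control where 0% means no effect; nearly all actives have a fitted effect of over 45% in size; temperature-sensitive fusion mutants such as fzo1-1 at 37 °C on non-fermentable ethanol glycerol medium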
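Temperature-sensitive fusion-defective S. cerevisiae (e.g. fzo1-1, mgm1-5) were grown with compound in YPEG medium (3% ethanol, 3% glycerol) for 48 hours at 37C. Growth rescue was measured as viability by CellTiterGlo luminescence after 10 minutes at ambient.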
MBNL1 CUG block – qHTS Assay for Inhibitors of MBNL1-poly(CUG) RNA binding; Potency, µM (series often up to 57.5 µM), for the others: top-dose activity change, negative = inhibition, hits mostly inhibitors; 280,000 tested, 0.036% active; TR-FRET MBNL1-His/biotin-(CUG)12 binding, 665/545 ratio; Muscleblind-like protein 1 (Homo sapiens), Q9NR56; active means well fitted inhibition curve with a large enough effect in the signal ratio, with a control signal flat, not every such curve was filed as active; inconclusive means small, poorly fitted or top-dose-only effect, or effect the other way, or a change in a side signal; inactive means no such curve, though single readings can be large or run the other way; the % refers to the signal ratio; further: potency means the concentration at half of the fitted maximal effect; on the % scale 0 is the no-effect control and ±100 the full control effect
Target sequence (Q9NR56 whole entry, looked up): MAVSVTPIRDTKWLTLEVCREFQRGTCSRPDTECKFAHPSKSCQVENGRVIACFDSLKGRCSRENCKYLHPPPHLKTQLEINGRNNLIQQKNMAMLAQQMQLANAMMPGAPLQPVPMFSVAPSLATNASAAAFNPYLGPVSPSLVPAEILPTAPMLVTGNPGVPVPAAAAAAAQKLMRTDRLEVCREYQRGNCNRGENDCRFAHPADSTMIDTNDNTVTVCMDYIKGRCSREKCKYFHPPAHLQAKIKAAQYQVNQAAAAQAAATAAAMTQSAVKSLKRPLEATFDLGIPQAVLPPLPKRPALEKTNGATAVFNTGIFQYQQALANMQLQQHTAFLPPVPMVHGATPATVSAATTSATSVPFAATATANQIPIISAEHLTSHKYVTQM
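His-tagged MBNL1 binding to biotinylated (CUG)12 RNA was measured by TR-FRET using terbium anti-His antibody (0.055 ng/ul final) and streptavidin-XL665 (5 nM final). Compounds were titrated 92 nM to 58 uM; 60 min at room temperature.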
Rab9 promoter act – qHTS Assay for Rab9 Promoter Activators; Potency, µM (titrated, usually from 9.22 µM), for inactives: top-dose activation, negative = inhibition, hits mostly activators; 320,000 tested, 2.8% active; Huh7 Rab9 promoter-luciferase reporter, luminescence, 24 h; AID 485297, 2010; further: potency means the concentration at half of the fitted maximal effect; % of control where 0% means no effect; nearly all actives have a fitted effect of over 60% in size
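Using Huh7 cells stably transfected with Rab9 promoter–luciferase, compounds were incubated 24 h at 37 °C, 5% CO2; luciferase luminescence was read 10 min after reagent addition.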
KCNH2 3.1 inh – qHTS for Inhibitors of KCHN2 3.1: Mutant qHTS. Potassium voltage-gated channel subfamily H member 2, brain isoform KCNH2 3.1 (human). U2OS KCNH2 3.1, thallium flux FluxOr; active compounds read low. activity change, % (tested at about 1.8 µM). 340,000 tested, 0.95% active. AID 720553, 2013;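 active means maximum activity change below -70%; inconclusive means maximum activity change from -70% to -50%; inactive means maximum activity change above -50%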;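 further: thallium influx rate constant from kinetic fluorescence after stimulation buffer; on the % scale 0 is the no-effect control and ±100 the full control effect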
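Channel expression came from 3.1 mutant virus (1.77 x 10^8 /mL) applied to suspended U2OS cells for 4 h. Flux was tracked with FluxOr dye plus Red40 quencher, and kinetic rate constants normalized to controls.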
NPC1 prom act – qHTS Assay for NPC1 Promoter Activators | Huh7 NPC1 promoter luciferase reporter, 24 h | Potency, µM (top dose mostly 9.22 µM), without a hit: top-dose activation, most hits filed as activators | 320,000 tested, 2.4% active | AID 485313, 2010;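 further: potency means the concentration at half of the fitted maximal effect; % of control where 0% means no effect; nearly all actives have a fitted effect of over 60% in size; reporter is driven by a mutant NPC1 promoter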
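Huh7 cells stably carrying NPC1 promoter–luciferase, plated in Opti-MEM with 10% FBS for 2 h, were exposed to compound in DMSO for 24 h at 37 °C; luciferase reagent was added for 10 min and luminescence read.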
VP16 counter – VP16 counterscreen qHTS for inhibitors of ROR gamma transcriptional activity. Drosophila S2 Gal4-VP16 UAS-luciferase, luminescence, 20 h. Potency, µM (series often up to 53.6 µM), for the others: top-dose activity, negative = inhibition, hits mostly inhibitors. 310,000 tested, 3.5% active;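 further: Gal4-VP16 expression switched on by copper sulfate through the metallothionein promoter; potency means the concentration at half of the fitted maximal effect; on the % scale 0 is the no-effect control and ±100 the full control effect; nearly all actives have a fitted effect of over 50% in size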
ELG1 repair inh – qHTS screen for small molecules that inhibit ELG1-dependent DNA repair in human embryonic kidney (HEK293T) cells expressing luciferase-tagged ELG1 | Potency, µM (series often up to 46.1 µM), for inactives: at the top dose activity change, negative = inhibition, hits mostly inhibitors | AID 504467, 2011 | HEK293T ELG1-luciferase reporter, luminescence, 16 h; DNA damage induced by 5-fluorouridine | 330,000 tested, 2.3% active; further: potency means the concentration at half of the fitted maximal effect; on the % scale 0 is the no-effect control and ±100 the full control effect; nearly all actives have a fitted effect of over 55% in size
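Reporter activity after DNA damage by 5-fluorouridine is monitored. Compound-treated cells incubate 16 hr at 37 °C, then ONE-Glo is added for 30 min before luminescence reading.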
FLuc counter – qHTS profiling assay for firefly luciferase inhibitor/activator using purifed enzyme and Km concentrations of substrates (counterscreen for miR-21 project). AID 588342, 2011. Luciferin 4-monooxygenase (Photinus pyralis), P08659. Potency, µM (titrated, usually from 57.5 µM), without a hit: at the top dose activity change, negative = inhibition, actives largely listed as inhibitors. purified FLuc, Km substrates, luminescence inhibition. 360,000 tested, 6.9% active;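 further: potency means the concentration at half of the fitted maximal effect; plate controls were vehicle for no effect and reference inhibitor for full effect; nearly all actives have a fitted effect of over 55% in size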
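Biochemical qHTS of compounds, final roughly 60 µM downward over six points, against 10 nM purified firefly luciferase using Km concentrations of substrates (10 uM D-luciferin, 10 uM ATP) in Tris acetate pH 7.5 buffer; luminescence output.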
RORg inh – qHTS for inhibitors of ROR gamma transcriptional activity | Potency, µM (series often up to 53.6 µM), inactives show at the highest dose activity change, negative = inhibition, most hits filed as inhibitors | Drosophila S2 Gal4-RORgamma UAS-luciferase reporter, 20 h | 310,000 tested, 5.4% active | Nuclear receptor ROR-gamma (Mus musculus), P51450; further: potency means the concentration at half of the fitted maximal effect; on the % scale 0 is the no-effect control and ±100 the full control effect; nearly all actives have a fitted effect of over 60% in size
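A Gal4/UAS one-hybrid system in insect cells: metallothionein-promoter Gal4–ROR gamma fusion plus Photinus luciferase reporter. Copper sulfate 700 uM final, 20 hr ambient incubation, luminescent detection after 10 min with reagent.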
* hit, by the source's call; ? = inconclusive; . = no result given; [ ] = remark or other dose. Unless noted, the call rests on the fitted dose curve; in most records, active means well fitted curve in the direction sought with a large enough effect; inconclusive means small, poorly fitted or top-dose-only effect, or another doubt; inactive means no such curve, though single readings can be large; an effect the other way counts as inactive or inconclusive.

SMILES | Menin MLL FP TR | PKM2 act | Mito fusion yeast | MBNL1 CUG block | Rab9 promoter act | KCNH2 3.1 inh | NPC1 prom act | VP16 counter | ELG1 repair inh | FLuc counter | RORg inh
Cc1ccc(CN2C(=O)C3CCCN3c3ncccc32)cc1 (stereo unspecified) | ? | . | -3% | -4% | -3% | 20 | -4% | -9% | -22% | 0% | 31%
CCCS(=O)(=O)N1CCN(C2CCC(C)CC2)CC1 (stereo unspecified) | -1% | -3% | 3% | ? | -1% | 0 | -1% | 6% | -3% | -12% | -7%
Cc1cc(C)cc(NC(=O)C2CCN(c3nc(C)cc(C)n3)CC2)c1 | -11% | 2% | 7% | 6% | -7% | 3 | -5% | 5% | -10% | 4% | 6%
COc1ccc(S(=O)(=O)N2CCN(C(=O)c3ccc4ccccc4n3)CC2)cc1 | . | . | -2% | . | 2% | -9 | -5% | . | -2% | 0% | .
Cc1ccc(C2NC(=O)NC(O)(C(F)(F)F)C2C(=O)c2ccccc2)o1 (stereo unspecified) | 2% | -16% | 22% | -16% | 0% | 23 | 0% | ? | 2% | -11% | -10%
CCC(C(=O)NC1CCCCC1)n1nc(C)c2c(C)n(-c3ccccc3)nc2c1=O (stereo unspecified) | . | . | -2% | 0% | -16% | 8 | 4% | -3% | 3% | 1% | -7%
COC(=O)c1c(NC(=O)CCCC(=O)O)sc(C)c1C | 2% | 1% | -3% | -3% | -1% | -83* | -3% | 0% | 1% | 8% | 7%
O=C(O)CC1C(=O)NCCN1C/C=C/c1ccccc1 (stereo unspecified) | -10% | -4% | -1% | 1% | -4% | 12 | 0% | 1% | 5% | 0% | -42%
CC(C)(C)c1ccc(S(=O)(=O)n2c(CN3CCOCC3)nc3ccccc32)cc1 | 14% | 1% | 1% | -2% | 2% | -25 | -1% | 6% | 6% | 3% | 6%
CC(=O)c1ccc(N2C(=O)C3C(C2=O)C(C(=O)c2ccc(Cl)cc2)N2CCCC32)cc1 (stereo unspecified) | -6% | 6% | -3% | 17% | -3% | -5 | 1% | -24% | ? | 1% | ?
CC(C)[C@H](NC(=O)c1ccccc1F)C(=O)NCCc1ccccc1 | -11% | -2% | 7% | 4% | 0% | -1 | -5% | -4% | 13% | -3% | 0%
Cc1ccc2nc(-c3cccc(NC(=O)c4ccc5c(c4)OCCO5)c3)oc2c1 | 12% | ? | 0% | 2% | 5% | -14 | 11% | -4% | ? | 9.5µM* | ?
Cc1cccc(-c2ccc(C=Nc3c(C)n(C)n(-c4ccccc4)c3=O)o2)c1 | 15% | ? | -1% | ? | 9% | -2 | 7% | 1% | 6% | 24µM* | 24%
O=C(CN1CCc2ccccc21)Nc1ccc2c(c1)OCCCO2 | . | . | -3% | . | ? | 17 | ? | . | ? | 12µM* | .
CC1CCN(CC(=O)Nc2cccc(Cl)c2)CC1 | 26% | -3% | 0% | -3% | -5% | 12 | -1% | -7% | 3% | -2% | 24%
Cn1c(=O)c2c(O)c(C=Nc3ccc(F)cc3)c(=O)n(C)c2n(C)c1=O | . | 0% | 2% | . | -2% | 11 | -2% | -6% | 1% | 0% | 4%
CC(C)(C)N=C1NN=C(c2ccc(S(=O)(=O)N3CCCCC3)cc2)CS1 | . | . | 9% | . | 1% | -17 | -1% | . | ? | -1% | .
COc1cc2[nH]c(=S)nc(NC3CCCC3)c2cc1OC | -3% | 0% | 12% | -9% | 5% | . | -3% | 2% | 9% | 6% | 9%
CNc1ccccc1C(=O)OCC(=O)c1ccc(F)cc1 | 4% | 2% | -3% | -7% | 23% | -6 | 20% | -5% | ? | 5.4µM* | -14%
CC(C)Oc1ccc(C2CC(=O)N(C)C2=O)cc1 (stereo unspecified) | 3% | -6%[11.5 µM] | -2% | -9% | -1% | -1 | 0% | 0% | 7% | 2% | -6%
COC(=O)c1ccc(CNC(=O)COC(=O)C2CC3C=CC2C3)cc1 (stereo unspecified) | -15% | 4% | 3% | -5% | 1% | 2 | -6% | -9% | -11% | 2% | 5%
COc1ccc(-c2csc(N=C(N)N)n2)cc1 | 0% | -11% | -2% | -5% | ? | 9 | ? | 20% | ? | 15µM* | 22%
Cc1ccc(Cl)cc1NC(=O)NCCN1CCCCC1 | 6% | 1% | 0% | -1% | 1% | 1 | -3% | -3% | 3% | 8% | -18%
COc1cc(OC)cc(C(=O)OCC(=O)NC2CCCCCC2)c1 | . | . | 0% | . | 3% | 6 | -4% | . | 1% | 4% | .
Cc1ccc(S(=O)(=O)c2nc(S(C)(=O)=O)sc2N2CCC(C(N)=O)CC2)cc1 | -9% | . | -4% | -2% | 1% | -15 | -1% | 5% | -1% | 0% | -17%
COc1cc(/C=N/NC(=O)c2ccccc2NS(=O)(=O)c2cccs2)ccc1O | . | . | 9% | . | 2% | -3 | 0% | . | 13% | 1% | .
COc1cc(OC)cc(C(=O)NNS(=O)(=O)c2ccc(F)cc2)c1 | -8% | 1%[11.5 µM] | 2% | 4% | -3% | 10 | -7% | 5% | -6% | 8% | 3%
Cc1ccc(N2CN=c3s/c(=C\c4ccccn4)c(=O)n3C2)cc1 | 4% | -1% | 2% | ? | -4% | 4 | 4% | 3% | 10% | ? | -28%
Cc1ccc(-c2ccnc3nc(-n4cccc4)nn23)o1 | 10% | 4% | 7% | ? | -4% | 17 | -1% | -3% | -9% | 3% | -13%
CC(C)c1ccc(/C=C/C(=O)NNC(=O)c2cccnc2)cc1 | -11% | 1% | 0% | 17% | -7% | -14 | -1% | -5% | ? | 12µM* | -4%
COc1ccccc1CCNC(=O)CCn1c(=O)oc2ccccc21 | 5% | -4% | 0% | 0% | -3% | 6 | 1% | 1% | -8% | 1% | -1%
Cc1ccc(/C=C/C(=O)c2ccccc(=O)c2O)c(C)c1 | ? | 21% | ? | 13%[11.5 µM] | -4% | 5 | -3% | ? | -27% | ? | 7.1µM*
Cc1ccc(S(=O)(=O)CCC(=O)N2CCc3ccccc32)cc1 | 1% | 5% | -1% | -2% | -4% | -10 | 0% | 17% | ? | -18% | 16%
COc1ccc(NC(=O)CSc2ccc(NC(C)=O)cc2)cc1S(=O)(=O)N1CCCCC1 | -11% | 2% | -1% | 1% | -5% | 5 | -6% | 24% | -18% | -19% | ?
COc1ccc(Br)cc1CN1CCC(N2CCCC2)CC1 | -18% | 0%[11.5 µM] | -3% | 4% | 0% | -6 | 0% | -11% | -3% | -1% | 16%
CC1(C)C2CCC1(CS(=O)(=O)N1CCN(c3ccccc3F)CC1)C(=O)C2 (stereo unspecified) | ? | 5%[0.46 µM] | 14% | -13% | -5% | 6 | 1% | 0% | 2% | 2% | 4%
CC(C)n1ncc2c(C(=O)Nc3cccc(C#N)c3)cc(C3CC3)nc21 | . | . | 16µM* | . | -8% | 3 | 0% | . | ? | 3% | .
CC(=O)Nc1ccc2nc(SCC(=O)O)sc2c1 | -2% | -23% | -3% | 3% | -2% | -6 | 2% | -1% | 13% | -20% | -1%
O=S(=O)(c1ccccc1)[C@@]1(c2ccc(Br)cc2)C[C@@H]2ON=C(c3cccc(Br)c3)[C@@H]2C1 | . | . | -2% | . | -1% | . | -2% | . | -8% | -1% | .
O=C(c1cccnc1)N1CCc2ccccc21 | 18% | 5% | 3% | -4% | -1% | 3 | -3% | . | 7% | -1% | -8%[0.365 µM]
Cc1cc(C)nc(N2CCCC(C(=O)Nc3ccc(F)cc3)C2)n1 (stereo unspecified) | 21% | -1% | 0% | 7% | -2% | -11 | 1% | -6% | 7% | -1% | 14%
Cc1ccc(CCNC(=O)CNC(=O)c2cccs2)cc1 | 16% | 2% | 3% | -2% | -1% | 16 | -4% | -5% | -10% | 6% | 10%

A portion of the library; rates above refer to the full screens.
